# From PubChem
# WRN inhibitor: qHTS for Inhibitors of WRN Helicase | Bifunctional 3'-5' exonuclease/ATP-dependent helicase WRN (Homo sapiens), Q14191 | WRN helicase unwinding, fluorescent forked duplex, kinetic | Potency, µM (series often up to 114 µM), without a hit: at the top dose activity change, negative = inhibition, most hits filed as inhibitors | hit rate 0.46% among 360,000 | AID 651768, 2012; also: potency is read from the fitted curve at half-maximal effect; % is scaled to controls: 0 for no effect and ±100 for the full control effect; nearly all actives have a fitted effect of over 55% in size
#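 Kinetic fluorescence helicase assay: unwinding of a quenched forked DNA duplex (100 nM final) with 2 mM ATP final raises red fluorescence (525/598 nm). Compounds sat 15 min at room temperature with 20 nM WRN beforehand.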
# D3 antag: qHTS of D3 Dopamine Receptor Antagonist: qHTS. D3R cells, DiscoveRx beta-arrestin luminescence, antagonist mode; stronger effect = lower value. D(3) dopamine receptor (Homo sapiens), P35462. hit rate 2.5% among 360,000. max response, negative = inhibition, %; in the data active = max response below about -50%; inconclusive = no clear call, values can overlap the other calls; also: % is scaled to controls: 0 for no effect and ±100 for the full control effect; mostly tested at two doses, the higher about 12 µM
# Target sequence (P35462 whole entry, looked up): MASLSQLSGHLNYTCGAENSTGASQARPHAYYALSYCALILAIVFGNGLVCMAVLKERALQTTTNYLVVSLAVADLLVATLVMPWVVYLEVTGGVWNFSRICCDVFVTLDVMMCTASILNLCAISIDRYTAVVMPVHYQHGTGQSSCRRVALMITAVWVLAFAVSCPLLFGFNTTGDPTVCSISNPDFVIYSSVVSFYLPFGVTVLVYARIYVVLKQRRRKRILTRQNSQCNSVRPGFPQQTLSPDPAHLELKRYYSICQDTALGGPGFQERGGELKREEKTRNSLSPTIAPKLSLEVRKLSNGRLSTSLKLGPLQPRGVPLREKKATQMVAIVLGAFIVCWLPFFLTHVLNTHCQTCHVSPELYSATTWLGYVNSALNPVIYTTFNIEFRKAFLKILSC
#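 Cells plated overnight at 1500 cells/well, then exposed to library compounds with dopamine controls for 90 minutes at 37 degrees C. DiscoveRx reagent added for 30–60 minutes at room temperature; luminescence read, quantitative HTS format.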
# IL-2 act: qHTS of IL-2 Activators; activation, % (series mostly up to about 46 µM); AID 652025, 2013; hit rate 0.065% among 360,000; IL-2 activation reporter assay, cell-based qHTS; stimulated with anti-CD3/CD4/CD28 beads; in transgenic mouse T cells; in the data active = activation above about 50%; inconclusive = mostly about 30% to 49%; also: 0% is about no effect
#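 Unstimulated transgenic mouse T cells preincubated 60 min with compound, then stimulated with anti-CD3/anti-CD4-coated beads plus anti-CD28 for 18 h at 37 degrees C. IL-2 response read as EGFP and DsRed fluorescence by plate cytometry.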
# D3 ag: qHTS of D3 Dopamine Receptor Agonist: qHTS; D(3) dopamine receptor (Homo sapiens), P35462; D3R DiscoveRx beta-arrestin cells, luminescence, 90 min; max activation, %; hit rate 0.58% among 410,000; AID 652048, 2013; in the data active = max activation above about 30%; also: 0% is about no effect; mostly tested at two doses, the higher about 12 µM
#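 Agonist mode: compounds and dopamine controls were applied to plated cells for 90 min at 37 degrees C after an overnight attachment at 1500 cells/well. Luminescent read-out followed 30 - 60 minutes at room temperature with DiscoveRx detection reagent.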
# PI5P4K alpha inh: qHTS for Inhibitors of phosphatidylinositol 5-phosphate 4-kinase (PI5P4K); Phosphatidylinositol 5-phosphate 4-kinase type-2 alpha (Homo sapiens), P48426; PI5P4Kalpha enzyme, ADP-Glo luminescence, 60 min; stronger effect = lower value; max response, %; hit rate 1.2% among 330,000; active = max response of -50% or lower; inconclusive = between -30% and -50%; inactive = -30% or higher; also: value at the top dose of about 77 µM; % is scaled to controls: 0 for no effect and ±100 for the full control effect
#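 Human PI5P4Kalpha with substrate in 0.038 M HEPES pH 7.4, 0.28 mM EGTA, 0.1% CHAPS, 5% DMSO; reaction started with 5 microM ATP (final), 60 min at room temperature. ADP formed read by ADP-Glo luminescence.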
# PLK1 PBD inh: qHTS for Inhibitors of PLK1-PDB (polo-like kinase 1 - polo-box domain): Primary Screen; Serine/threonine-protein kinase PLK1 (Homo sapiens), P53350; Plk1 PBD binding of FITC phosphopeptide, fluorescence polarization; Potency, µM, for inactives: max response, negative = inhibition, hits mostly inhibitors; hit rate 2.8% among 360,000; AID 720504, 2013; also: potency is read from the fitted curve at half-maximal effect; series mostly up to about 57 µM; % is scaled to controls: 0 for no effect and ±100 for the full control effect; nearly all actives have a fitted effect of over 65% in size
# Target sequence (P53350 whole entry, looked up, the tested form may be a part): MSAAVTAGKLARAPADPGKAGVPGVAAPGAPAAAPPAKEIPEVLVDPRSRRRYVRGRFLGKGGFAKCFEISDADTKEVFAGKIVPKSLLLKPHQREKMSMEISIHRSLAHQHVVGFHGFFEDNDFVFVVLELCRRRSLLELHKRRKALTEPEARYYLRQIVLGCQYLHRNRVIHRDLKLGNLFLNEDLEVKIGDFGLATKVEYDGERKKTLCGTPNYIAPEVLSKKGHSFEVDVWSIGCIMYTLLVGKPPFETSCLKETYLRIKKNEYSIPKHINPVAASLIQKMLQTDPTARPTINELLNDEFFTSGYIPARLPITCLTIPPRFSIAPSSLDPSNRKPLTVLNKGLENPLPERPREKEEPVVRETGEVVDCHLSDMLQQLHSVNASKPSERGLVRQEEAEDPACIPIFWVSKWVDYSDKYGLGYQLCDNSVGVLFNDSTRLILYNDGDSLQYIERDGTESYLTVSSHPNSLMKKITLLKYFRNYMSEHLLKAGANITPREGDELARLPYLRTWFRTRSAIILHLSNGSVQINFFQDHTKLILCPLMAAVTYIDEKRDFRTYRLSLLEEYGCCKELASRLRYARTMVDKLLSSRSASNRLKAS
# GLP1R cytotox: qHTS of GLP-1 Receptor Inverse Agonists: Cytotox Screen. HEK293 cAMP-luciferase reporter cells, luminescence, 24 h. AID 624418, 2012. hit rate 0.13% among 410,000. Potency, µM (series often up to 38.3 µM), inactives show top-dose activity change, negative = inhibition, most hits filed as inhibitors;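 also: loss of luciferase light is scored as toxicity; potency is read from the fitted curve at half-maximal effect; % is scaled to controls: 0 for no effect and ±100 for the full control effect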
#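 Cells in DMEM/10% Nu serum/1% pen-strep, 1536-well format. Pre-incubated 12 h, dosed with 23 nL compound, incubated a further 24 h. Luciferase detection, 12 min at room temp, luminescence.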
# GLP1R ag: qHTS of GLP-1 Receptor Agonists | HEK293 GLP-1R CRE-luciferase, luminescence, 4-6 h; cells express a hypersensitive GLP-1R form | Glucagon-like peptide 1 receptor (Homo sapiens), P43220 | hit rate 0.007% among 380,000 | Potency, µM (doses to about 45.6 µM), without a hit: at the top dose activation, usual class: activators; also: potency is read from the fitted curve at half-maximal effect; % of control where 0% means no effect
# GLP1R inv ag: qHTS of GLP-1 Receptor Inverse Agonists (Inhibition Mode). HEK293 GLP-1R CRE-luciferase, luminescence, 24 h; GLP-1R form is constitutively active. AID 624417, 2012. hit rate 1.6% among 410,000. Potency, µM (titrated, usually from 38.3 µM), for the others: at the top dose activity change, negative = inhibition, actives largely listed as inhibitors; also: potency is read from the fitted curve at half-maximal effect; % is scaled to controls: 0 for no effect and ±100 for the full control effect; nearly all actives have a fitted effect of over 55% in size
#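 Constitutively active GLP-1R drives a cAMP-responsive luciferase in stably transfected HEK293 cells; test compounds are added after overnight (12 h) attachment and left 24 hr, and signal loss in luminescence marks inhibition.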
# * hit, by the source's call; u = inconclusive; x = no result given; [ ] = dose if it differs, or a comment. Unless noted, calls follow the shape of the dose curve; as a rule, active = well fitted curve in the direction sought with a large enough effect; inconclusive = small, poorly fitted or top-dose-only effect, or another doubt; inactive = no such curve, though single readings can be large; an effect the other way counts as inactive or inconclusive.
SMILES,WRN inhibitor,D3 antag,IL-2 act,D3 ag,PI5P4K alpha inh,PLK1 PBD inh,GLP1R cytotox,GLP1R ag,GLP1R inv ag
C(=N\Nc1nc(Nc2ccccc2)nc(Nc2ccccc2)n1)/c1cccnc1,-5%,-3,0.4,12,-25,-1%,-16%,14%,u
Cc1ccc(C(=O)N/C(=C/c2ccc(C(C)C)cc2)C(=O)NCCCN2CCOCC2)cc1,0%,5,-0.4,1,-2,4%,-18%,-3%,9%
CN(C)C(=O)c1ccc(NC(=O)c2ccccc2SCC(=O)N2CCCC2)cc1,-2%,10,0.6,0,2,-1%,-18%,0%,14%
Cc1cc(NC(=O)c2ccc(OCC3CCCO3)cc2)ccc1Br (stereo not given),0%,10,-0.1,2,5,0%,-20%,7%,u
O=C(CSc1ncn[nH]1)N/N=C/c1ccc(F)cc1,14%,-12,-2.3,-2,5,-2%,0%,4%,1%
Cc1ccc(Sc2nnc(Cc3ccccc3)c3ccccc23)cc1,-10%,-51*,-1.6,-61,x,-10%,10%,1%,0%
CC(O)c1nc(C(C)O)n(CC(=O)c2ccccc2)n1 (stereo not given),5%,17,1.0,26,-7,4%,11%,2%,1%
COc1ccc(Br)cc1CN(C)C(C)C(=O)Nc1cccc(C(C)=O)c1 (stereo not given),-13%,-15,-5.5,-21,3,u,1%,27%,u
O=C(NCc1ccc(-c2nc3ccccc3s2)cc1)c1cc2ccccc2o1,-24%,-12,-0.1,-5,-17,-10%,5%,-11%,14%
CCCCn1c(NCc2cc(C)ccc2O)nc2ccccc21,-2%,u,-3.8,-4,0,-9%,-12%,-1%,u
O=C(NC(=S)Nc1ccc2oc(=O)ccc2c1)c1ccco1,-2%,-18,0.6,-4,1,-6%,-22%,6%,4%
CCN(CC(=O)Nc1ccc(NC(C)=O)cc1)C(=O)c1c(C)nn(Cc2ccc(C)cc2)c1Cl,10%,4,-0.1,2,12,-14%,2%,8%,0%
O=C(Nc1ccccc1C(=O)N1CCN(c2ccccc2)CC1)c1ccco1,-2%,-2,4.8,-3,4,-4%,0%,-1%,-2%
N#Cc1ccc(-c2nc3c4ccccc4ccn3c2CC2CCCCC2)cc1,2%,0,-0.8,-8,-6,-2%,4%,-2%,3%
COc1cc(C2C(C#N)=C(N)N(N(C)C)C3=C2C(=O)CC(C)(C)C3)ccc1O (stereo not given),4%,5,-1.8,3,-3,0%,-18%,6%,1%
O=C(NCc1cccs1)C(=O)NCC(c1ccco1)N1CCN(c2ccccc2F)CC1 (stereo not given),1%,22,-1.2,73*,10,-4%,1%,-1%,u
CCN(CC)CCNC(=O)c1ccc(NC(=O)c2cccc(S(=O)(=O)N3CCc4ccccc43)c2)cc1,18%,-23,-4.3,-22,7,-4%,u,4%,u
COC(=O)/C=C1/S/C(=N/NC(=O)c2ccccc2)NC1=O,-5%,-8,-0.3,4,1,1%,-22%,-21%,15%
COc1ccc(CCNc2nc(=O)[nH]nc2C)cc1OC,12%,-12,0.2,-2,x,-8%,6%,-12%,-6%
C[C@H](CO)N1C[C@H](C)[C@@H](CN(C)S(=O)(=O)c2cn(C)cn2)Oc2ccc(NC(=O)Nc3ccc4c(c3)OCO4)cc2C1=O,-6%,31,4.5,-1,9,-1%,4%,-3%,9%
Cc1cccc(C)c1OCC(O)CN1CCCCC1 (stereo not given),8%,-26,-0.3,-15,0,-17%,0%,1%,-1%
CCCN(CCC)CCCNC(=O)c1cc2c(=O)[nH]c3ccccc3c2s1,25%,-3,-0.6,-12,0,-11%,-6%,10%,-9%
Cc1ccc(C(=O)NCC(=O)Nc2ccncc2)cc1C,0%,-14,-2.0,7,2,-11%,-7%,4%,6%
CCCCNC(=S)N(C)/N=C/c1ccc(OCC(=O)Nc2c(C)cc(C)cc2C)c(OC)c1,-2%,-5,-0.3,15,1,-23%,2%,-9%,-27%
Cc1oc(/C=N/NC(=O)CN(c2ccccc2Br)S(C)(=O)=O)cc1Br,-14%,10,0.1,2,1,-3%,-8%,6%,u
CC(=O)Nc1ccc(S(=O)(=O)N(C)CC(=O)OCC(=O)N2CCCCC2)cc1,-2%,1,-0.3,14,-5,-1%,6%,6%,14%
CC1C(=O)N2CCCc3cc(S(=O)(=O)N4CCN(c5ccc(F)cc5)CC4)cc1c32 (stereo not given),4%,-18,-2.1,-8,-1,-6%,1%,-1%,26%
CCC(CC)c1nnc(NC(=O)CS(=O)(=O)Cc2ccccc2)s1,3%,18,-0.7,7,6,u,0%,-11%,-34%
O=C(Nc1ccccc1C(=O)NCC1CCCO1)c1ccccc1 (stereo not given),-6%,4,0.7,-6,0,-6%,0%,-7%,-8%
COc1ccc(C(=O)N/C(=C\c2cn(S(=O)(=O)N(C)C)c3ccccc23)C(=O)NCCCN2CCOCC2)cc1,5%[57.1 µM],1,4.5,-5,5,5%,-19%,1%,-3%
COC(=O)Nc1nnc(Cc2ccc(OC)cc2)s1,5%,-3,-3.7,-3,0,-3%,-5%,1%,16%
COC(=O)COc1ccc(/C=N/NC(=O)CN(c2ccccc2OC)S(=O)(=O)c2ccccc2)cc1,-7%[57.1 µM],-4,-1.3,0,-5,-24%,u,20%,u
Cc1cccc(NC(=O)CCN2CCC(C)CC2)c1,-25%,-6,0.7,-10,0,-6%,-7%,-5%,-9%
N/C(=N\N=C\c1ccco1)SC1CC(=O)N(c2ccc(C(=O)O)cc2)C1=O (stereo not given),-1%,3,-3.0,14,u,-11%,8%,2%,1%
NC(=O)c1ccc(NS(=O)(=O)c2ccc(S(=O)(=O)N3CCCC3)cc2)cc1,7%,-3,-1.1,1,-13,-6%,3%,-5%,2%
C/C=C/c1ccc(OCC(=O)Nc2cc(OC)c(OC)c(OC)c2)c(OC)c1,1%,24,-4.9,11,4,u,-8%,11%,u
COc1ccc(C=O)cc1CN1CCCN(Cc2ccccc2F)S1(=O)=O,-9%,12,-0.5,11,-3,0%,1%,17%,u
NS(=O)(=O)c1ccc(CCNC(=O)CN2CCN(Cc3cccc(C(F)(F)F)c3)CC2)cc1,5%,9,-4.8,6,-1,5%,-9%,13%,u
CN(C(=O)c1cccc(NC(=O)Cc2cccc(NC(=O)C3CCN(C(=O)C4CCC4)CC3)c2)c1)C1CCC1,-1%,-20,0.0,0,4,-11%,0%,-3%,4%
O=C(N/N=C/c1ccc(N2CCOCC2)o1)c1cccc(F)c1,-8%,-6,-0.6,7,-7,-16%,-14%,-4%,56%[activator]
Cc1ccc(OCCSc2nc3ccccc3n2CC(=O)O)c(C(C)C)c1,3%,0,1.0,3,9,-24%,-8%,7%,-27%
Cc1ccc(N2C(=O)N(CC(=O)N3c4ccccc4CC3C)C(=O)C2C)cc1 (stereo not given),5%,-10,-1.2,-4,10,-9%,-2%,-11%,-21%
Cc1ccc(NC(=O)CSc2nc3c(c(=O)[nH]2)CN(Cc2ccc(F)cc2)CC3)cc1C,-3%,-4,2.7,-5,-4,-15%,-18%,-14%,-16%
COc1ccc(C(=O)OCc2c(C)noc2C)cc1,-2%,13,0.1,0,3,-4%,5%,14%,11%
O=C(Cn1c(NCCO)nc2ccccc21)c1ccc(Cl)cc1,3%,11,-0.3,5,3,-6%,-14%,-15%,-22%
CS(=O)(=O)N1CCCC(C(=O)NCc2ccccc2Cl)C1 (stereo not given),-1%,-11,0.0,-4,x,-5%,29%,2%,5%
Cc1cc(=O)n2nc(N3CCCC(C(=O)NCc4cccc(Br)c4)C3)sc2n1 (stereo not given),3%,11,-3.3,-4,-3,0%,-9%,1%,4%
NS(=O)(=O)c1cccc(NC(=O)c2cncc(Br)c2)c1,0%,2,-2.9,1,-3,2%,0%,-4%,20%

# Reprinted from the part before: two compounds, followed by the next part.
SMILES,WRN inhibitor,D3 antag,IL-2 act,D3 ag,PI5P4K alpha inh,PLK1 PBD inh,GLP1R cytotox,GLP1R ag,GLP1R inv ag
Cc1cc(=O)n2nc(N3CCCC(C(=O)NCc4cccc(Br)c4)C3)sc2n1 (stereo not given),3%,11,-3.3,-4,-3,0%,-9%,1%,4%
NS(=O)(=O)c1cccc(NC(=O)c2cncc(Br)c2)c1,0%,2,-2.9,1,-3,2%,0%,-4%,20%
O=C1CN(C(=O)COC(=O)c2oc3ccccc3c2COc2ccccc2)c2ccccc2N1,6%,13,2.2,-12,x,-2%,-4%,0%,0%
CS(=O)(=O)N1CCC(C(=O)NCc2ccncc2)CC1,2%,0,-2.8,-4,0,-6%,0%,2%,23%
Cc1ccc(C(=O)CSc2nnc(CNc3ccc(C)cc3C)o2)cc1,-9%,3,0.6,1,0,-9%,-22%,0%,-29%
COC(=O)C1C(c2ccccc2)C(C(=O)OCc2ccco2)C1c1ccccc1 (stereo not given),-13%,34,-1.6,5,x,-1%,7%,1%,0%
CCCCNC(=O)CNC(=S)N(Cc1ccccc1)Cc1cccnc1,-5%,u,-3.3,-19,-5,-10%,12%,9%,5%
COc1ccc2c(c1)c1nc3ccccc3nc1n2Cc1ccc(OC)c(OC)c1,-20%[57.1 µM],7,1.4,9,14,-19%,-18%,16%,-4%
O=C(CNC(=O)c1cccs1)OCC(=O)c1ccccc1,-8%,-7,0.6,-7,x,-2%,10%,5%,6%
C=CCN1C(=O)/C(=C/N(C)C)S/C1=N\S(=O)(=O)c1cccs1,3%,8,-1.9,1,3,-1%,-6%,10%,9%
